Bioassay records as filed in PubChem BioAssay.
TNF necrop inh: blocks TNF-alpha induced death of Jurkat FADD-/- cells | Jurkat FADD-/- TNF necroptosis rescue, ATP luminescence, 24 h; 0 = TNF only, 100 = no-TNF cells | 220,000 compounds, 0.068% hits | activation (protection from cell death), % at 10 µM;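 active = activation, meaning protection from cell death, of at least 50% relative to plate controls; inactive = activation below 50%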;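 note: necroptosis triggered by 40 ng/mL TNF-alpha added together with compound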
Wee1 stabilizer: blocks degradation of human Wee1 kinase. P30291. HeLa Luc-Wee1K328M stability, luciferase luminescence; 100% = proteasome inhibitor MG132 effect. reporter increase, % at 5 µM. 220,000 compounds, 1.2% hits. AID 1321;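 active = activation above the mean of all tested compounds plus 3 SD, set per screening run, cut at about 8.8% in these data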;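 note: cells exposed to compound for 20 h before luminescence read; 0% = DMSO alone and 100% = MG132 at 30 µM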
CHOP inh: blocks CHOP induction under ER stress; 220,000 compounds, 3.8% hits; CHO-K1 CHOP-promoter luciferase, tunicamycin-induced, 15-18 h; inhibition, % at 10 µM;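 active = compounds that reduced the stress-induced luciferase reporter signal by more than about 70% of percent inhibition, limit read from the data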;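 note: 0% = tunicamycin plus vehicle and 100% = wells without tunicamycin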
PGE2 EP2 inh: blocks the human prostaglandin E2 receptor EP2; 260,000 compounds, 0.52% hits; C6 glioma cells expressing human EP2, cAMP TR-FRET; cells stimulated with saturating PGE2; AID 1422; inhibition, % at 25 µM; P43116;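 active = percent inhibition above 40 after rounding to a whole number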;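 note: rat C6 glioma host cells with rolipram phosphodiesterase inhibitor present; the protocol text gives 20 µM as final concentration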
FXIIa inh 1536: inhibitors of human coagulation factor XIIa. P00748. purified FXIIa, Boc-QGR-AMC fluorogenic substrate, 2 h. inhibition, % at 5 µM. 220,000 compounds, 0.3% hits. AID 800; in the data active = inhibition above about 40%;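 note: 0% = enzyme with no compound and 100% = blank without enzyme; many of its hits are not listed in these tables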
Target sequence (P00748 20-372 limits assumed): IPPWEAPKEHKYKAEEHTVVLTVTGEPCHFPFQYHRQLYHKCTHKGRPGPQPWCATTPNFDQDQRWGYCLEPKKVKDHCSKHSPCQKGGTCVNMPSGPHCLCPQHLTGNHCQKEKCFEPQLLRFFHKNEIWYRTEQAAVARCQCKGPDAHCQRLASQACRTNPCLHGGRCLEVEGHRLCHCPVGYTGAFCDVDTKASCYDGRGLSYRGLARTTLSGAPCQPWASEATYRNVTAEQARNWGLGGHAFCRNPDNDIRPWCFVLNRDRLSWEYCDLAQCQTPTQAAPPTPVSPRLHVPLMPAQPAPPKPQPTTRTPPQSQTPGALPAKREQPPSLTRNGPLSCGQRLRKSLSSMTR
Target sequence (P00748 373-615 limits assumed): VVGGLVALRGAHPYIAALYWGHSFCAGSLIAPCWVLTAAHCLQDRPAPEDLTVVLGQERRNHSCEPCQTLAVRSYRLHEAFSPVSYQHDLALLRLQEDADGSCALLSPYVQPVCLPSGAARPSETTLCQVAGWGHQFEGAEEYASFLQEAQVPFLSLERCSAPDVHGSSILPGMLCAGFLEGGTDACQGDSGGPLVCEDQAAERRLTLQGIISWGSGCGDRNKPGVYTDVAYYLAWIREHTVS
TbHK1 inh: T. brucei hexokinase 1 inhibition. recombinant TbHK1, G6PDH-coupled NADH A340. inhibition, % at 10 µM. 220,000 compounds, 0.11% hits;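 active = inhibition of 50% or more in the single-dose primary screen; inactive = inhibition below 50%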
PPC-1+TRAIL kill: PPC-1 cancer cell killing with TRAIL present. PPC-1 cells + TRAIL, ATPLite viability luminescence. cell killing (% activity), % at 4 µM. 220,000 compounds, 0.41% hits. AID 1443;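 active = cell killing above 50% in the first pass at 4 µM, then a duplicate retest at 5 µM averaging 50% or more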;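 note: plate controls were cells with TRAIL plus DMSO for no effect and medium-only wells lacking cells for full effect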
L929 necroptosis: L929 zVAD cell death inhibition; viability rescue, % at 10 µM; 220,000 compounds, 0.38% hits; L929 zVAD necroptosis rescue, ATP luminescence, 24 h; with zVAD 60 µM; AID 1377;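 active = activation, scaled between plate controls, above about 75%, limit read from the data; inactive = activation under that limit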;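 note: 0% = zVAD with DMSO and 100% = DMSO alone without zVAD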
FXIa inh: blocks human coagulation factor XIa protease activity | AID 798 | P03951 | inhibition, % at 5 µM | purified FXIa, Boc-Glu-Ala-Arg-AMC fluorogenic substrate | 220,000 compounds, 0.14% hits;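 active = inhibition of at least 40%; inactive = inhibition below 40%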;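 note: fluorescence of freed AMC excited at 355 nm; 0% = enzyme without compound and 100% = no enzyme blank; many of its hits are not listed in these tables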
* hit, by the source's call; x = no result given; [ ] = remark or other dose. The list is partial, so the mix of outcomes need not match the whole.

item | compound | TNF necrop inh | Wee1 stabilizer | CHOP inh | PGE2 EP2 inh | FXIIa inh 1536
1 | O=C(Cn1nnc(-c2ccc3c(c2)OCO3)n1)NCc1ccccc1 | -0.6 | -2 | -6 | 5 | 6
2 | Cc1nc2ccccc2n1CC(=O)NC(C)C1CC2CCC1C2 (stereo not given) | -2.2 | -1 | 34 | 4 | x
3 | O=C(Nc1nn(Cc2ccccc2F)cc1Br)c1cccs1 | 2.6 | -1 | 9 | 11 | 12
4 | O=C(Nc1cccc(S(=O)(=O)C(F)F)c1)c1ccc(S(=O)(=O)N2CCOCC2)cc1 | -1.3 | -2 | 31 | 14 | 0
5 | Cc1ccc(C(=O)N2c3ccc(F)cc3CCC2C)o1 (stereo not given) | -0.5 | 1 | 7 | 12 | 8
6 | O=C(NCCC1=CCCCC1)C(=O)NCC1OCCCN1S(=O)(=O)c1cc(F)ccc1F (stereo not given) | 1.7 | -1 | 29 | 4 | 8
7 | CC(C)C[C@H](NC(=O)N1CCCCCC1)C(=O)O | 0.8 | -3 | -14 | 8 | 1
8 | C=CCNC(=S)NNC(=O)c1cccn(Cc2ccc(Cl)c(Cl)c2)c1=O | 0.0 | 0 | 8 | 5 | 21
9 | CCOC(=O)CNC(=O)Cn1cnc2c(nnn2-c2ccc(C)cc2)c1=O | -3.8 | -2 | 35 | 3 | 11
10 | CCc1nc(SCC(=O)Nc2nnc(CC)s2)c2c(C)c(C)sc2n1 | 1.2 | 0 | 96* | 9 | 16
11 | CCOC(=O)Cc1csc(NC(=O)CCc2ccc(S(=O)(=O)N3CCOCC3)cc2)n1 | -2.5 | -2 | 14 | 6 | 0
12 | Cc1ccnn1CC(=O)N/N=C/c1cn[nH]c1-c1ccccc1 | 0.5 | 0 | 4 | 5 | 7

item | TbHK1 inh | PPC-1+TRAIL kill | L929 necroptosis | FXIa inh
1 | -1 | 8 | 34 | -3
2 | 8 | 2 | 2.4 | -5
3 | 4 | 13 | -1.0 | 2
4 | 3 | -4[5 µM] | 0.3 | -10
5 | 8 | -7 | 0.9 | 8
6 | 1 | 1 | 0.9 | -7
7 | 7 | 1 | 0.2 | -3
8 | -2 | 19 | 0.5 | 4
9 | 5 | -6 | -0.2 | -1
10 | -1 | 10 | 2.0 | 20
11 | -2 | -18 | 0.0 | -10
12 | -4 | 1 | 0.3 | 7

Continuation.
item | compound | TNF necrop inh | Wee1 stabilizer | CHOP inh | PGE2 EP2 inh | FXIIa inh 1536
13 | CCOC(=O)c1c(CN(C)C)n(C)c2ccc(OC(C)=O)cc12 | 0.5 | -2 | 12 | 6 | 11
14 | O=C1c2cccc(OCC(=O)N3N=C(c4cccs4)CC3c3ccc(F)cc3)c2CCN1Cc1cccnc1 (stereo not given) | -1.4 | -3 | 31 | 7 | 2
15 | CCOC(=O)c1c(C)oc2c1c1c(c3ccccc32)OCN(Cc2ccccn2)C1 | -9.5 | 2 | -35 | 12 | -2
16 | O=C(Cc1cccs1)N1CCN(c2ccc(F)cc2)CC1 | 0.2 | 4 | 16 | 8 | 10
17 | CCOC(=O)C1=C(O)/C(=C/c2cn(CC(=O)N3CCCC3)c3ccccc23)SC1=Nc1ccccc1 | -10 | -2 | 32 | 11 | 19
18 | CCOC(=O)c1c(NC(=O)c2ccnn2C)sc(C)c1C | -2.8 | -1 | 58 | 9 | 12
19 | Cc1cc(C(=O)N/N=C/c2ccc([N+](=O)[O-])s2)n[nH]1 | 7.5 | 0 | -13 | 3 | 3
20 | O=C(Cc1csc(Nc2nc(=S)[nH]c3ccccc23)n1)NCc1ccc(Cl)cc1 | 2.1 | -5 | -18 | 9 | -3
21 | COc1ccc(/C=C(/NC(=O)/C=C/c2ccccc2)C(=O)O)cc1 | 0.5 | 0 | 8 | 6 | 5
22 | O=C1CCc2cc(S(=O)(=O)N3CCCC3C(=O)N3CCN(c4ccccc4F)CC3)ccc2N1 (stereo not given) | 0.2 | 0 | -9 | 7 | 10
23 | Cc1ccc(Oc2ncnc3sccc23)cc1 | -7.2 | -3 | 9 | 3 | 0
24 | CCOc1ccc(NC(=O)c2ccc(CSc3nnnn3C)cc2)cc1 | 0.4 | 1 | 11 | 14 | 6
25 | COc1ccc(NC(=S)N2CCN(Cc3ccc(C)cc3)CC2)cc1 | -0.4 | 2 | 2 | 7 | 0
26 | CC1(C)CC(=O)C/C(=N\NC(=O)C2CC2c2ccccc2)C1 (stereo not given) | 0.2 | 2 | -3 | 2 | 4
27 | O=c1c2cc(F)ccc2[nH]c(=S)n1CCCN1CCOCC1 | -0.1 | 0 | 1 | 4 | -10

item | TbHK1 inh | PPC-1+TRAIL kill | L929 necroptosis | FXIa inh
13 | -1 | 14 | 0.5 | 8
14 | -15 | -3 | -0.7 | 3
15 | -5 | -9 | 0.1 | -1
16 | 5 | -8 | -0.4 | 27
17 | -9 | 16 | -0.7 | 10
18 | -18 | -6 | 0.8 | 1
19 | -19 | 13 | 69 | -4
20 | -20 | 16 | 1.6 | -5
21 | -10 | 5 | 3.4 | 1
22 | -4 | -1 | -0.8 | 0
23 | 2 | 28 | -0.7 | -1
24 | 34 | 24 | 1.6 | -5
25 | -3 | 24 | 0.2 | -2
26 | 5 | 12 | 1.9 | -6
27 | -3 | 16 | 0.1 | 2

Record cards, from the list above. Order of screens: TNF necrop inh | Wee1 stabilizer | CHOP inh | PGE2 EP2 inh | FXIIa inh 1536 | TbHK1 inh | PPC-1+TRAIL kill | L929 necroptosis | FXIa inh
`CCOc1ccc(NC(=O)c2ccc(CSc3nnnn3C)cc2)cc1` reads 0.4 | 1 | 11 | 14 | 6 | 34 | 24 | 1.6 | -5
`O=c1c2cc(F)ccc2[nH]c(=S)n1CCCN1CCOCC1` reads -0.1 | 0 | 1 | 4 | -10 | -3 | 16 | 0.1 | 2
`CCOC(=O)c1c(CN(C)C)n(C)c2ccc(OC(C)=O)cc12` reads 0.5 | -2 | 12 | 6 | 11 | -1 | 14 | 0.5 | 8
`O=C1CCc2cc(S(=O)(=O)N3CCCC3C(=O)N3CCN(c4ccccc4F)CC3)ccc2N1` (stereo not given) reads 0.2 | 0 | -9 | 7 | 10 | -4 | -1 | -0.8 | 0
`Cc1cc(C(=O)N/N=C/c2ccc([N+](=O)[O-])s2)n[nH]1` reads 7.5 | 0 | -13 | 3 | 3 | -19 | 13 | 69 | -4
